AddAB inh = less growth of phage-infected E. coli with AddAB; E. coli expressing H. pylori AddAB, absorbance growth; inhibition, % at 11.9 µM; 330,000 tested, 0.29% active; in the data active means inhibition above about 12%;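 further: 0% = vehicle wells of infected cells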
SUMO Mot1 rescue = inhibitors of SUMOylation pathway: yeast Mot1-301 growth rescue; 320,000 tested, 1% active; S. cerevisiae Mot1-301 growth rescue, ATP luminescence, 38.5C; percent above DMSO median, 100 means doubled; growth rescue, % at 18.8 µM;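 active means every valid replicate shows activation above 250% relative to neutral control wells; inactive means the rest, any valid replicate at or below 250%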;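 further: OY570 slx delta 5 strain wells were the positive control but not used for scaling; some compounds called inactive have numbers as strong as hits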
PKA-R1A act = PKA-R1A complex activation; 340,000 tested, 0.083% active; P00514+P68181; activation, % at 11.4 µM; PKA-R1A dissociation, Cy5-IP20 fluorescence polarization; scaled: DMSO 0%, 113 µM cGMP 100%;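 active means percent activation above the mean of all tested compounds plus 3 SD, cut at about 19% in these data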;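 further: higher means more PKAc released from R1A so a rise in polarization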
CDK5 p35 inh = blocks human CDK5/p35 kinase activity | Recombinant CDK5/p35, ADP-Glo luminescence, 60 min | inhibition, % at 10 µM | 330,000 tested, 0.01% active | Q00535+Q15078;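 active means highest replicate inhibition of at least 50% and at least 75% of replicates reaching 50%; inconclusive means only one of the two criteria met; inactive means both criteria failed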;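 further: plate controls were DMSO neutral control for no effect and GW8510 at 10 µM for full effect; many of its hits are not listed in these tables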
Target sequence (Q00535 whole entry, looked up): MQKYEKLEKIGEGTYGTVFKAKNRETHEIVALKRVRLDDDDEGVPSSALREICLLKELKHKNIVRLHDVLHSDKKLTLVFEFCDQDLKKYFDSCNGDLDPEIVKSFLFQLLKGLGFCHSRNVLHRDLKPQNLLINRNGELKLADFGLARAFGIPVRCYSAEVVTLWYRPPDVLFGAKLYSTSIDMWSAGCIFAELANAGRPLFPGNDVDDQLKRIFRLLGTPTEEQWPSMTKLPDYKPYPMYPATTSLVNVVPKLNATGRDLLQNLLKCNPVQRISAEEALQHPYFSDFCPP
Target sequence (Q15078 whole entry, looked up): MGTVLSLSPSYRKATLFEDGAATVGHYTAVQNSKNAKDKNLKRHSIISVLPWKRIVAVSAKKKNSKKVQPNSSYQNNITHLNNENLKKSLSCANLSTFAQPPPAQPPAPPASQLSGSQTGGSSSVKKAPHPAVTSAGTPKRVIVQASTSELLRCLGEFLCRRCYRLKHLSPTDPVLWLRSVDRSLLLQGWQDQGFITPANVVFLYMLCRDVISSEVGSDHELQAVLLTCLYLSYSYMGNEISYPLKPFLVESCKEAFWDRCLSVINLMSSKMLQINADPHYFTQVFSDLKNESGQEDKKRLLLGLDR
HTR5A inv ctr = HTR5A inverse agonism, opioid heterodimer counter-screen; P47898; HTR5A cell line, luminescence; inhibition, % at 9.3 µM; 340,000 tested, 0.083% active; AID 504634; in the data active means inhibition mostly above about 23%, no sharp cut-off; inactive means mostly below about 18%;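 further: 0% = cells with DMSO and 100% = no-cell wells with DMSO; some compounds called inactive have numbers as strong as hits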
Target sequence (P47898 whole entry, looked up): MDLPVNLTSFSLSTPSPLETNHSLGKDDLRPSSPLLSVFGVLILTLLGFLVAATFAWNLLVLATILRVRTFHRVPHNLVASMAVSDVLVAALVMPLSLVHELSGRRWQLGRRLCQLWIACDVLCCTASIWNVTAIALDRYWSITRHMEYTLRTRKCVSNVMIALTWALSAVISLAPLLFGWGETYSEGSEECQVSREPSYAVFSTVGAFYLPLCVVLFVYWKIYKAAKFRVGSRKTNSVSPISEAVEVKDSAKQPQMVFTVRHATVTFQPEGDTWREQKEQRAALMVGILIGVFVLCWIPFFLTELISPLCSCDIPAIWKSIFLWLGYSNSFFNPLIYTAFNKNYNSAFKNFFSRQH
DAGLB inh = blocks human DAGLB lipase activity; AID 504411; inhibition, % at 5.17 µM; HEK293T DAGLB membrane lysate, EnzChek fluorogenic substrate; Q8NCG7; 340,000 tested, 0.059% active; in the data active means inhibition above about 34%;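 further: 0% = enzyme with vehicle and 100% = wells lacking enzyme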
Ecoli viability = reduces bacterial viability in AddAB counter-screen. inhibition, % at 11.9 µM. E. coli V3065 growth, OD600 absorbance, 18 h. AID 449728. 330,000 tested, 0.27% active;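 active means inhibition above the campaign's mean inhibition across all tested compounds plus 3 SD, cut at about 9.9% in these data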;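 further: uninfected addAB+ strain grown without phage in ampicillin broth; 0% = DMSO wells and 100% = ciprofloxacin 0.95 µg/ml wells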
PKA-R2B act = PKA-R2B complex activation | P22694+P31323 | PKA-R2B holoenzyme dissociation, Cy5-IP20 fluorescence polarization; R2B truncated from residue 108, S112A mutant; 0% DMSO only, 100% 113 µM cGMP | activation, % at 11.4 µM | 340,000 tested, 0.079% active | AID 504700;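 active means activation above a cutoff set at the mean over all compounds plus 3 SD, cut at about 18% in these data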;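 further: higher means more holoenzyme dissociation and a rise in polarization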
HTR5A ag ctr = HTR5A agonism, opioid heterodimer counter-screen | 340,000 tested, 0.61% active | P47898 | activation, % at 9.3 µM | HTR5A agonist assay, luminescence, cell-based; in the data active means activation mostly above about 9.5%, no sharp cut-off; inactive means mostly below about 7.6%;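 further: 0% = cells with vehicle only and 100% = reference agonist; strong numbers were not always called active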
Tat export inh = inhibitors of E. coli Tat protein transport; AID 488895; E. coli MC4100 TorA-mCherry Tat export, fluorescence; 340,000 tested, 0.036% active; inhibition, % at 10 µM;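 active means mean replicate inhibition at least 50% and at least half of replicates individually reaching 50%; inconclusive means only one of the two criteria met; inactive means neither criterion met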;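 further: exported cargo escapes ClpAP degradation while cytoplasmic cargo is degraded and loses fluorescence; 0% = median of neutral control wells and 100% = median of NaSCN control wells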
phage Ecoli inh = E. coli growth loss with phage present. growth absorbance. 360,000 tested, 0.26% active. inhibition, % at 11.9 µM; in the data active means inhibition above about 11%
Numbers without * were called inactive; u = inconclusive; x = not tested or not shown.

SMILES	AddAB inh	SUMO Mot1 rescue	PKA-R1A act	CDK5 p35 inh	HTR5A inv ctr	DAGLB inh	Ecoli viability	PKA-R2B act	HTR5A ag ctr	Tat export inh	phage Ecoli inh
CC(NCCc1ccc(S(N)(=O)=O)cc1)C(=O)NCc1ccccc1 (stereo not given)	-2.1	6	3	0.3	0	-8	0.4	-9	0	-11	0.9
O=C(Cc1ncn[nH]1)NCCc1ccccc1	3.0	6	-12	1.0	4	2	2.9	-8	-1	21	2.0
CCOc1ccc(-n2c(SCC(=O)Nc3cc(OC)c([N+](=O)[O-])cc3C)nc3ccccc32)cc1	-0.8	7	-7	0.6	-1	1	-4.3	2	0	1	0.9
COc1cccc(/C=C2/C(=O)NN(c3ccccc3)C2=O)c1	x	-6	-12	-2.9	2	7	x	-3	0	4	1.5
CCC(CC)c1nnc(NC(=O)c2nc3nc(C)cc(C)n3n2)s1	0.8	6	-8	0.2	-9	3	-3.2	-10	-1	6	3.1
COc1ccc(NCc2nnc(SCC(=O)c3ccc(OC)cc3)o2)cc1	0.5	11	1	-0.7	-5	1	-0.1	-1	1	-1	0.6
COc1ccc(NC(=O)COc2cccnc2[N+](=O)[O-])cc1OC	0.7	0	6	1.5	20	0	1.2	0	1	-2	3.5
N=c1c2c(-c3ccccc3)c(-c3ccccc3)n(Cc3ccco3)c2ncn1CCO	4.6	-11	-6	2.3	-13	3	0.1	-6	0	4	0.9
CN(C)c1cccc(C(=O)NCc2ccc(Cl)cc2)c1	2.6	11	-6	0.1	-3	0	1.5	4	1	-13	2.9
Cc1ncc([N+](=O)[O-])n1CC(=O)Nc1cccc(C(F)(F)F)c1	2.5	-1	-5	-0.3	-1	1	5.3	-5	0	6	3.3
COc1ccc2[nH]c(=O)c(CNC3CCCCC3)cc2c1	-0.2	-10	-10	-3.6	13	1	-1.3	4	-5	2	1.2
COc1ccc(CN2c3cc(S(=O)(=O)N4CCOCC4)ccc3N3CCCC32)cc1 (stereo not given)	2.8	88	2	1.7	-7	0	-1.9	12	1	-3	4.6
Cc1ccc(-c2csc(-c3c[nH]c4ccccc34)n2)cc1	-0.5	-2	-6	0.5	-20	0	0.0	-18	-2	5	3.3
CCOC(=O)c1sc(Nc2nc3ccc(OC)cc3s2)cc1C	0.4	1	-8	-0.1	2	-1	1.1	-2	0	u	3.2
O=C(CN(C(=O)c1csnn1)c1cccc(Cl)c1)NCCc1ccccc1	5.1	55	-3	0.8	-2	-1	1.5	-9	6	9	1.4
CCC(C)NC(=O)CCc1nc2ccccc2n1-c1ccccc1 (stereo not given)	2.5	-6	3	0.6	33	-2	-1.0	-6	4	3	1.9
CCn1c(=O)c2cc(C(=O)N(C)c3ccccc3F)sc2c2ccccc21	-1.6	33	-8	-1.1	1	-3	-0.9	-9	0	10	3.0
Cc1cc(C)c2nc(NC(=O)c3ccc4c(c3)OCO4)sc2c1	2.1	1	-2	-3.4	-14	-3	-2.5	-9	1	7	1.4
Cc1nc2ccccc2n1CC(=O)NC(C)C1CC2CCC1C2 (stereo not given)	4.5	-9	-6	-1.0	x	-1	-1.6	-4	x	-1	1.8
Cc1ccc(-c2nc(N)sc2-c2ccc(C)cc2)cc1	x	x	-10	-1.1	10	1	x	-7	-4	3	3.4
COc1ccc(NC(=O)CN(C)CC(=O)N(CC(C)C)c2c(N)n(CC(C)C)c(=O)[nH]c2=O)cc1	-1.3	-9	7	-0.8	-21	2	-2.9	0	-1	-10	1.9
O=S(=O)(c1ccccc1)[C@@]1(c2ccccc2)C[C@@H]2ON=C(c3cccc(Br)c3)[C@@H]2C1	-1.6	3	-3	0.9	7	-4	-2.8	-11	0	1	3.1
CC(C)(C)NC(=O)NC(=O)COC(=O)Cc1c(F)cccc1Cl	-0.4	-5	-8	-0.7	-6	0	2.0	-13	2	-6	3.0
Cc1cccn2c(=O)c(C=O)c(Cl)nc12	2.6	1	-2	2.4	13	1	-0.3	-4	-2	-4	4.2
COc1cc(C(=O)Nc2ccc(N3CCCS3(=O)=O)cc2)c([N+](=O)[O-])cc1OC	0.9	-5	-8	-0.9	8	2	1.7	-11	-2	0	0.4
Cc1[nH]nc(S(=O)CC(=O)O)c1[N+](=O)[O-] (stereo not given)	2.1	1	8	-5.7	3	2	-0.5	8	2	7	3.4
CCCSC1=C(C#N)C(c2ccccc2C)C(C(=O)OC)C(=O)N1 (stereo not given)	0.5	-11	3	-15	4	4	-0.6	5	-2	-6	0.0
COC(=O)c1c(NC(=O)Cc2ccccc2)sc2c1C(C(=O)OC)CC2 (stereo not given)	-0.6	-6	-7	0.8	16	-3	1.7	8	4	-6	-2.6
COc1ccc(NC(=O)ON=C2c3ccccc3-c3ccccc32)cc1	1.3	-4	-6	0.0	-8	-2	-1.8	-14	7	-1	1.1
C=CC#CC1(O)CC(C)N(C)CC1C (stereo not given)	4.6	-14	-9	1.4	-1	2	3.4	-3	0	-4	1.8
Cn1c(SCC(=O)N/N=C/c2cccs2)nc2ccccc21	1.2	-2	3	0.9	13	-4	-0.4	-4	3	3	1.9
C[C@H](CO)N1C[C@H](C)[C@@H](CN(C)C(=O)NC2CCCCC2)Oc2ccc(NC(=O)C3CC3)cc2C1=O	x	x	-4	0.0	-10	-1	x	-11	2	2	1.8
O=C(O)c1cccc2[nH]c(C(F)(F)F)nc12	-3.5	8	-3	-1.7	-7	2	3.2	0	0	0	1.4
N#CCc1ccc(NS(=O)(=O)c2ccc(N3CCCC3=O)cc2)cc1	0.9	16	0	1.6	-2	1	-0.3	-4	1	0	2.6
Cc1cccc(NC(=O)COC(=O)[C@@H]2CCCN2C(=O)c2cccs2)c1	0.7	4	-2	-1.0	-10	-5	0.2	2	2	-1	2.5
Cc1nn(C)cc1S(=O)(=O)N1CCN(c2ccc(F)cc2)CC1	1.5	-5	-9	0.6	3	3	2.2	-15	0	-8	1.3
COc1ccccc1C(=O)COC(=O)c1cc([N+](=O)[O-])ccc1N1CCOCC1	0.1	-3	0	-0.1	-16	-1	1.8	0	2	5	1.8
N/C(Cc1ccc([N+](=O)[O-])cc1)=N\OC(=O)c1ccc([N+](=O)[O-])cc1	3.1	199	-1	-1.0	-50	3	-0.6	-2	21*	-14	0.8
CC(Cc1c[nH]c2ccccc12)NC(=O)OCCCl (stereo not given)	1.9	x	-9	0.1	-7	0	-0.6	5	5	18	3.0
O=C(OCC(=O)N1CCc2ccccc21)c1ccc[nH]c1=O	0.5	61	-5	0.5	-8	0	-1.2	5	2	5	1.7
COC(=O)CN1C(=O)C2(OCCCO2)c2ccccc21	1.1	-2	1	-0.3	3	0	1.6	9	1	-3	2.5
c1ccc(-c2ncnc3ccccc23)cc1	x	x	-4	0.0	-5	1	x	-10	1	-6	0.7
CCOC(=O)[C@H](CCc1ccccc1)N[C@@H](C)C(=O)N1[C@H](C(=O)O)C[C@@H]2CCC[C@@H]21	0.9	-15	7	0.6	-27	1	0.5	-1	8	-7	3.0
C#Cc1cccc(C(=O)N2CCCC(Nc3cccc(F)c3)C2)c1 (stereo not given)	-0.4	20	15	1.2	4	1	0.2	3	-3	6	-0.6
C[C@]12CC[C@H](O)CC1=CCC1C2CC[C@@]2(C)C1CCC21OCCO1 (stereo not given in full)	0.1	9	3	0.2	-15	-20	2.0	-16	4	-3	1.0
COC(=O)c1cc(C(=O)Nn2cnnc2)cc([N+](=O)[O-])c1	3.1	371	-6	0.3	-2	-7	-0.9	-2	1	1	-0.9
COc1ccc(OC)c(/C=C/C(=O)c2ccc3c(c2)OCCO3)c1	1.0	6	-2	0.5	11	-4	-2.7	7	-3	3	2.4
CCCC(=O)O[C@@H]1C[C@@H](C)N(C(=O)c2ccccc2)c2ccc(C)cc21	1.1	-8	-6	-1.2	29	-6	-2.9	1	-4	-5	3.9
N=c1n(CCCOc2ccc(F)cc2)c2ccccc2n1CC(N)=O	0.5	-4	-15	-1.6	x	-1	0.8	-2	x	7	2.0
CCS(=O)(=O)N1CCC(NC(=O)c2ccco2)CC1	0.2	-15	8	1.3	4	4	-1.9	-9	5	2	1.7
COc1ccc(OCC(=O)Nc2sc3c(c2C(=O)NCC2CCCO2)CCC3)cc1 (stereo not given)	2.1	3	-4	0.1	10	-14	-3.5	-13	0	-7	1.6
Cc1ccc(S(=O)(=O)Nc2ncnc3ccccc23)cc1	2.7	-20	2	0.9	-10	2	1.2	-3	4	-9	-0.9
COc1ccc(Cl)c2c1[nH]c1nc(SCc3cccnc3)nnc12	-1.7	-6	-5	0.7	29	-1	1.5	-3	-1	-1	0.9
Cc1ncc[nH]1	-0.2	18	6	-0.3	-11	2	-0.3	4	3	-10	2.0
CCc1ccc(NC(=O)Cn2nc(C)n3cccc3c2=O)cc1	1.4	-11	-11	0.4	-10	0	0.8	0	-1	0	2.8
CCC(C)CNC(=O)c1cccc(OC2CCN(CC(C)(C)C)CC2)c1 (stereo not given)	1.2	-10	3	0.5	-1	0	1.5	-1	0	-2	2.9
CCC1CCC(C(=O)NC(C(=O)NCCc2ccc(S(N)(=O)=O)cc2)C(C)C)CC1 (stereo not given)	-1.1	159	2	-0.5	9	-2	-1.2	-8	-3	2	-0.9
Cc1ccc(-c2cc(C(=O)Nc3c(C)n(C)n(-c4ccccc4)c3=O)[nH]n2)c(O)c1	-0.2	-16	-9	-1.5	-10	-1	-1.5	-6	4	0	1.8
O=S(=O)(c1ccc(Cl)cc1)n1cnc2ccccc21	4.8	-13	5	0.7	-7	2	-0.7	-2	3	4	5.6
Oc1c(CN2CCN(c3ccccc3)CC2)cc(Br)c2cccnc12	9.0	34	16	-0.5	-3	-8	4.0	-4	1	5	5.3

Later entries.
SMILES	AddAB inh	SUMO Mot1 rescue	PKA-R1A act	CDK5 p35 inh	HTR5A inv ctr	DAGLB inh	Ecoli viability	PKA-R2B act	HTR5A ag ctr	Tat export inh	phage Ecoli inh
Cc1ccccc1OCC(=O)NCCCNC(=O)c1ccncc1	4.6	-9	-8	1.1	7	-2	-0.3	-2	6	-17	0.0
Cc1nnc(N2CCCC(C(=O)NCc3cccc(F)c3)C2)c2nn(-c3ccccc3)c(C)c12 (stereo not given)	2.3	-6	1	-0.3	-11	4	-2.0	10	-3	-1	2.0
CCCCn1cnc2c(SCCc3ccccc3)nc(N)nc21	x	x	-16	0.4	3	-2	x	-5	-1	-6	1.6
COc1ccc(-c2nc3ccccc3nc2-c2ccccc2)cc1OC	4.0	-6	0	1.5	-2	-7	0.5	4	0	-11	1.3

Only HTR5A inv ctr, PKA-R2B act and DAGLB inh, for some of the entries so far:
molecule | HTR5A inv ctr | PKA-R2B act | DAGLB inh
Cc1nnc(N2CCCC(C(=O)NCc3cccc(F)c3)C2)c2nn(-c3ccccc3)c(C)c12 (stereo not given) | -11 | 10 | 4
CCCCn1cnc2c(SCCc3ccccc3)nc(N)nc21 | 3 | -5 | -2

Screens from PubChem.
